Mcl1 Noxa PPI – disrupts binding of human Mcl-1 to Noxa peptide. inhibition, % at 21.7 µM. Q07820. TR-FRET Mcl-1/Noxa peptide binding, 2 h. 1.5% of 220,000 active;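 active means compounds that cut the protein-peptide binding signal by more than 50% relative to plate controls in a single-dose test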;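 further: His-tagged Mcl-1 with rhodamine Noxa BH3 peptide and terbium anti-His antibody; 0% = Mcl-1 plus Noxa peptide wells and 100% = peptide-only wells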
Target sequence (Q07820 whole entry, looked up): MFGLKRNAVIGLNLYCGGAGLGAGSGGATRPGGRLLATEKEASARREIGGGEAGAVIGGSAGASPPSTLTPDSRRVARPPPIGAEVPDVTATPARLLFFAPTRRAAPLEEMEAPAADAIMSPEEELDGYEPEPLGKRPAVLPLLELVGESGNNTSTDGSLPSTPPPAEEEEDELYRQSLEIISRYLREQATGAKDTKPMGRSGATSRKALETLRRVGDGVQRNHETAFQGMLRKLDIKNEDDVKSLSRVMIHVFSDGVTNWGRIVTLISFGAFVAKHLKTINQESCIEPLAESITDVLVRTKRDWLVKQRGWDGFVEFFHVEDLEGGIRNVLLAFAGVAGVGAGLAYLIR
Rab2A wt mod – changes GTP binding to wildtype dog Rab2A, up or down; P61105; GST-Rab2 wt beads, Bodipy-GTP binding, flow cytometry; GTP binding activity, % at 10 µM; 0.19% of 190,000 active; AID 760;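 active means GTP binding activity at least 20 points away from 100%, either lowered or raised; inconclusive means signal likely due to the compound's own green fluorescence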;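 further: 0% = beads with excess unlabeled GTP and 100% = no-compound control corrected for plate trend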
ABCB1 inh – blocks JC-1 efflux by human ABCB1 transporter. CCRF-Adr cells, flow cytometry. inhibition, % at 6.6 µM. 0.067% of 190,000 active. AID 1326; in the data active means inhibition above about 40%;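 further: 0% = vehicle and 100% = reference inhibitor; higher value means more JC-1 retained so stronger ABCB1 efflux block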
ABCG2 block – blocks JC-1 efflux by human ABCG2 transporter; 0.1% of 190,000 active; inhibition, % at 6.6 µM; IgMXP3 cells, flow cytometry; Q9UNQ0;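 active means inhibition above 80%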;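 further: 0% = DMSO and 100% = nicardipine control wells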
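Test system: IgMXP3 cells (ABCG2) mixed with DDAO far-red-labelled CCRF-Adr cells (ABCB1). Reagent: JC-1 transporter substrate. Compound dosing: single test compound dose, 6.6 µM final. Times: 10 min compound exposure, 25 °C. Detection: flow cytometry of retained JC-1 fluorescence. Read-out basis: efflux inhibition in percent versus controls. Controls: nicardipine and DMSO wells.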
Cdc42 wt – modulators (inhibitors or activators) of GTP binding to human Cdc42 wildtype. P60953. GST-Cdc42 beads, Bodipy-GTP binding, flow cytometry; actives lie on both sides. percent activity (GTP binding), % at 10 µM. 0.2% of 190,000 active. AID 761;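 active means percent activity GTP binding at least 20 points away from the 100% baseline, either down as inhibitor or up as activator; inconclusive means compound flagged as likely green fluorescent from well-wide comparison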;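 further: median bead fluorescence of bound Bodipy-FL-GTP at 100 nM; 0% = excess unlabeled GTP control and 100% = no compound control; below 100% means less GTP binding so inhibitor and above means activator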
Target sequence (P60953 whole entry, looked up): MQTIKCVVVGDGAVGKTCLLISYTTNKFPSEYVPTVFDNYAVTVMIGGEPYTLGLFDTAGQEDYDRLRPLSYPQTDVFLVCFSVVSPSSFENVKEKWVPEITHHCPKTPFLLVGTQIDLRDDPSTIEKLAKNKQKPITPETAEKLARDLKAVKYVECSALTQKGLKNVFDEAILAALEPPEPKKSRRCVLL
Rab7 wt modul – modulators of GTP binding to dog Rab7 wildtype GTPase; GST-Rab7 beads, fluorescent GTP binding, flow cytometry; actives lie on both sides; untreated = 100%, excess cold GTP = 0%; GTP binding activity (percent of control), % at 10 µM; 0.055% of 190,000 active;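 active means fluorescent GTP binding to Rab7 beads changed by at least 20 points from the 100% baseline, either direction, mostly lower; inconclusive means compound itself probably fluorescent, or too few beads counted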;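 further: median green fluorescence of bound Bodipy-FL-GTP per Rab7 bead population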
HRas wt GTP bind – modulators of GTP binding to human HRas wildtype. 0.14% of 190,000 active. GST-Ras wt beads, Bodipy-FL-GTP binding, flow cytometry; actives lie on both sides. GTP binding activity, % at 10 µM. P01112;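 active means GTP binding activity at least 20% away from the 100% baseline, either lowered as inhibitor or raised as activator; inconclusive means flagged as likely green fluorescent, judged across all proteins in the well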;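 further: 0% = unlabeled GTP competition control and 100% = no-compound control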
Target sequence (P01112 whole entry, looked up): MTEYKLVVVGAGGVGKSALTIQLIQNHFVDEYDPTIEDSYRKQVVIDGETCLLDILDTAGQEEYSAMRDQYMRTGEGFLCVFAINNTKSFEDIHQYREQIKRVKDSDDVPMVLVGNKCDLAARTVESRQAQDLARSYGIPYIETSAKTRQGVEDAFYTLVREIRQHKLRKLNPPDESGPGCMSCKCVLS
Avidin fluor – compound fluoresces at 488/530 nm on avidin beads; AID 1775; compound fluorescence 488/530 nm, flow cytometry; active compounds read high; 0.38% of 220,000 active; fluorescence (KMESF) at 10 µM; in the data active means fluorescence above about 47; further: inactives centre near 10
Pf gamet viab – kills late stage P. falciparum gametocytes | P. falciparum stage V gametocytes, ATP luminescence, 24 h | inhibition, % at 10.9 µM | 0.065% of 150,000 active;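 active means inhibition above the mean plus 3 SD of compounds within the control limits, set per campaign, cut at about 38% in these data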;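 further: 0% = DMSO wells and 100% = medium only without gametocytes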
Rac1 wt modul – alters GTP binding to wildtype human Rac1; P63000; GST-Rac1 beads, fluorescent GTP binding, flow cytometry; actives lie on both sides; 0 = cold GTP competed, 100 = untreated; GTP binding activity (% of control), % at 10 µM; 0.27% of 190,000 active; AID 757;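 active means GTP binding activity at least 20 points away from the 100% control level, either lower or higher; inconclusive means compound flagged as likely green fluorescent, judged across all proteins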
Rac1 mut GTP – human Rac1 activated mutant GTP binding change | P63000 | GST-Rac1 activated beads, fluorescent GTP binding, flow cytometry; actives lie on both sides; 100% means binding = to untreated wells | percent activity (GTP binding), % at 10 µM | 0.11% of 190,000 active;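 active means GTP binding at least 20 percentage points away from the 100% baseline, in either direction, so actives lie on both sides; inconclusive means Compound likely fluorescent itself, or too few beads counted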
Numbers without * were called inactive. Rows were taken by chance (roughly 2.3% active in at least one column).

`CCCc1cc(=O)[nH]c(SCC(=O)Nc2ccc3c(c2)CCC3)n1` gave Mcl1 Noxa PPI 5, Rab2A wt mod 94, ABCB1 inh 0.4, ABCG2 block 1, Cdc42 wt 92, Rab7 wt modul 97, HRas wt GTP bind 96, Avidin fluor 11, Rac1 wt modul 96 and Rac1 mut GTP 93.
`Fc1cccc(COc2ccccc2C(=S)N2CCCC2)c1` gave Mcl1 Noxa PPI 21, Rab2A wt mod 103, ABCB1 inh 0.3, ABCG2 block 12, Cdc42 wt 102, Rab7 wt modul 111, HRas wt GTP bind 104, Avidin fluor 12, Pf gamet viab -25, Rac1 wt modul 112 and Rac1 mut GTP 97.
`CCOC(=O)c1[nH]c2ccccc2c1NC(=S)Nc1cccc(C)c1` gave Mcl1 Noxa PPI 19, Rab2A wt mod 97, ABCB1 inh 0.8, ABCG2 block 3, Cdc42 wt 99, Rab7 wt modul 96, HRas wt GTP bind 99, Rac1 wt modul 100 and Rac1 mut GTP 100.
`CCC(C)N(CCNC(=O)CC1Oc2ccc(C)cc2NC1=O)C1CCCCC1` (stereo not given) gave Mcl1 Noxa PPI -5, Rab2A wt mod 100, ABCB1 inh 0.4, ABCG2 block 1, Cdc42 wt 98, Rab7 wt modul 100, HRas wt GTP bind 97, Avidin fluor 7, Rac1 wt modul 98 and Rac1 mut GTP 98.
Screening Cc1nnc(SCC(=O)c2ccc(C(C)C)cc2)s1 returned Mcl1 Noxa PPI 15, Rab2A wt mod 94, ABCB1 inh 0.4, ABCG2 block 17, Cdc42 wt 94, Rab7 wt modul 98, HRas wt GTP bind 94, Avidin fluor 10, Pf gamet viab -1, Rac1 wt modul 96 and Rac1 mut GTP 95.
Screening COC(=O)c1ccc(NS(=O)(=O)c2ccccc2)o1 returned Mcl1 Noxa PPI 3, Rab2A wt mod 95, ABCB1 inh 0.0, ABCG2 block 0, Cdc42 wt 98, Rab7 wt modul 98, HRas wt GTP bind 96, Avidin fluor 10, Pf gamet viab -9, Rac1 wt modul 98 and Rac1 mut GTP 93.
For CCc1ccc(NC(=O)c2cc(-c3ccc(F)cc3)on2)cc1 the results were Mcl1 Noxa PPI -1, Rab2A wt mod 101, ABCB1 inh -0.4, ABCG2 block 0, Cdc42 wt 93, Rab7 wt modul 111, HRas wt GTP bind 104, Avidin fluor 4, Pf gamet viab -20, Rac1 wt modul 101 and Rac1 mut GTP 99.
Screening C/C(=N\NC(=O)CNC(=O)c1ccc2c(c1)OCO2)c1ccco1 returned Mcl1 Noxa PPI 17, Rab2A wt mod 95, ABCB1 inh 0.1, ABCG2 block 15, Cdc42 wt 102, Rab7 wt modul 99, HRas wt GTP bind 96, Avidin fluor 14, Pf gamet viab 6, Rac1 wt modul 104 and Rac1 mut GTP 98.
`O=C(NCCCn1ccnc1)c1cc(-c2ccccc2)on1` gave Mcl1 Noxa PPI -1, Rab2A wt mod 98, ABCB1 inh 0.0, ABCG2 block 4, Cdc42 wt 101, Rab7 wt modul 94, HRas wt GTP bind 98, Avidin fluor 9, Rac1 wt modul 104 and Rac1 mut GTP 97.
Cc1ccc(NC(=O)CCOc2ccccc2)cc1S(=O)(=O)Nc1ccccc1Cl was read as Mcl1 Noxa PPI -15, Rab2A wt mod inconclusive, ABCB1 inh -4.1, ABCG2 block -3, Cdc42 wt inconclusive, Rab7 wt modul inconclusive, HRas wt GTP bind inconclusive, Avidin fluor 12, Pf gamet viab -6, Rac1 wt modul inconclusive and Rac1 mut GTP inconclusive.
COC(=O)CSc1nc(N)nc(C)c1Cl was read as Mcl1 Noxa PPI -21, Rab2A wt mod 97, ABCB1 inh -0.1, ABCG2 block 0, Cdc42 wt 96, Rab7 wt modul 99, HRas wt GTP bind 98, Avidin fluor 10, Rac1 wt modul 98 and Rac1 mut GTP 96.
For CCCCOCC(O)CN1CCN(C(C)=O)CC1 (stereo not given) the results were Mcl1 Noxa PPI 20, Rab2A wt mod 104, ABCB1 inh -0.1, ABCG2 block 1, Cdc42 wt 101, Rab7 wt modul 104, HRas wt GTP bind 104, Avidin fluor 9, Rac1 wt modul 109 and Rac1 mut GTP 102.

The last two entries of the section before come first, to join the parts.
COC(=O)CSc1nc(N)nc(C)c1Cl was read as Mcl1 Noxa PPI -21, Rab2A wt mod 97, ABCB1 inh -0.1, ABCG2 block 0, Cdc42 wt 96, Rab7 wt modul 99, HRas wt GTP bind 98, Avidin fluor 10, Rac1 wt modul 98 and Rac1 mut GTP 96.
For CCCCOCC(O)CN1CCN(C(C)=O)CC1 (stereo not given) the results were Mcl1 Noxa PPI 20, Rab2A wt mod 104, ABCB1 inh -0.1, ABCG2 block 1, Cdc42 wt 101, Rab7 wt modul 104, HRas wt GTP bind 104, Avidin fluor 9, Rac1 wt modul 109 and Rac1 mut GTP 102.
COc1ccc(CCN(C)CCCN2CC(c3ccccc3)CC2=O)cc1OC (stereo not given) was read as Mcl1 Noxa PPI 24, Rab2A wt mod 103, ABCB1 inh 0.2, ABCG2 block -1, Cdc42 wt 104, Rab7 wt modul 95, HRas wt GTP bind 102, Avidin fluor 9, Pf gamet viab 42*, Rac1 wt modul 104 and Rac1 mut GTP 104.
O=C(c1ccc(CNc2c(N3CCOCC3)c(=O)c2=O)cc1)N1CC=C(c2ccccc2)CC1 was read as Mcl1 Noxa PPI 10, Rab2A wt mod 100, ABCB1 inh 0.4, ABCG2 block 1, Cdc42 wt 100, Rab7 wt modul 101, HRas wt GTP bind 101, Avidin fluor 5, Rac1 wt modul 106 and Rac1 mut GTP 100.
For CCCc1cc2c(OC(=O)CC)c(-c3ccc(C(=O)OCC)o3)c(=O)oc2cc1OC the results were Mcl1 Noxa PPI 20, Rab2A wt mod 99, ABCB1 inh 1.3, ABCG2 block 5, Cdc42 wt 98, Rab7 wt modul 100, HRas wt GTP bind 98, Avidin fluor 19, Rac1 wt modul 99 and Rac1 mut GTP 94.
`COc1ccc(C(=O)CSc2nnc(-c3ccco3)n2C)cc1` gave Mcl1 Noxa PPI 8, Rab2A wt mod 96, ABCB1 inh 2.7, ABCG2 block 19, Cdc42 wt 96, Rab7 wt modul 97, HRas wt GTP bind 97, Avidin fluor 12, Pf gamet viab 7, Rac1 wt modul 97 and Rac1 mut GTP 98.
CCN1CCN(Cc2cccc(Oc3ccc(Cl)cc3)c2)CC1 was read as Mcl1 Noxa PPI 11, Rab2A wt mod 95, ABCB1 inh 1.5, ABCG2 block 2, Cdc42 wt 96, Rab7 wt modul 92, HRas wt GTP bind 96, Avidin fluor 2, Pf gamet viab 0, Rac1 wt modul 95 and Rac1 mut GTP 96.
Screening CC(C)Sc1nc2ccc(Br)cc2[nH]1 returned Mcl1 Noxa PPI 22, Rab2A wt mod 94, ABCB1 inh 0.1, ABCG2 block 1, Cdc42 wt 96, Rab7 wt modul 96, HRas wt GTP bind 96, Avidin fluor 10, Pf gamet viab 16, Rac1 wt modul 98 and Rac1 mut GTP 95.
`COc1cccc(NC(=S)NC2CC(C)(C)NC(C)(C)C2)c1` gave Mcl1 Noxa PPI 3, Rab2A wt mod 102, ABCB1 inh 0.0, ABCG2 block 0, Cdc42 wt 104, Rab7 wt modul 101, HRas wt GTP bind 103, Avidin fluor 13, Pf gamet viab 2, Rac1 wt modul 106 and Rac1 mut GTP 104.
`Cc1ccc(-c2nnc(-n3nnc4ccccc43)c3ccccc23)cc1` gave Mcl1 Noxa PPI 13, Rab2A wt mod 98, ABCB1 inh 0.5, ABCG2 block 2, Cdc42 wt 101, Rab7 wt modul 100, HRas wt GTP bind 99, Avidin fluor 13, Pf gamet viab 12, Rac1 wt modul 101 and Rac1 mut GTP 99.
For COC(=O)c1cc(NC(=O)c2c(Cl)cnn2C)cc(C(=O)OC)c1 the results were Mcl1 Noxa PPI -3, Rab2A wt mod 97, ABCB1 inh 0.4, ABCG2 block 59, Cdc42 wt 103, Rab7 wt modul 100, HRas wt GTP bind 97, Avidin fluor 14, Pf gamet viab 3, Rac1 wt modul 100 and Rac1 mut GTP 100.
O=C(CCc1nc2ccccc2c(=O)[nH]1)Nc1ccc(N2CCCCC2)cc1 was read as Mcl1 Noxa PPI 19, Rab2A wt mod inconclusive, ABCB1 inh -0.1, ABCG2 block 2, Cdc42 wt inconclusive, Rab7 wt modul inconclusive, HRas wt GTP bind inconclusive, Avidin fluor 23, Pf gamet viab -10, Rac1 wt modul inconclusive and Rac1 mut GTP inconclusive.
COc1ccc(C2C(C#N)=C(N)N(c3cccnc3)C3=C2C(=O)CCC3)cc1Cn1cc([N+](=O)[O-])cn1 (stereo not given) was read as Mcl1 Noxa PPI 6, Rab2A wt mod 104, ABCB1 inh 2.2, ABCG2 block 15, Cdc42 wt 101, Rab7 wt modul 102, HRas wt GTP bind 101, Avidin fluor 28, Rac1 wt modul 104 and Rac1 mut GTP 100.
`COc1ccc(/C=C/c2noc(-c3ccccc3O)n2)cc1` gave Mcl1 Noxa PPI 18, Rab2A wt mod 82, ABCB1 inh 0.6, ABCG2 block 12, Cdc42 wt 85, Rab7 wt modul 97, HRas wt GTP bind 87, Avidin fluor 17, Pf gamet viab 8, Rac1 wt modul 83 and Rac1 mut GTP 83.
Screening CCOC(=O)COn1c(=O)c(-c2ccc(OC)c(OC)c2)[n+]([O-])c2ccccc21 returned Mcl1 Noxa PPI 35, Rab2A wt mod 101, ABCB1 inh 0.8, ABCG2 block 39, Cdc42 wt 103, Rab7 wt modul 102, HRas wt GTP bind 101, Avidin fluor 31, Rac1 wt modul 107 and Rac1 mut GTP 99.
`COCCCNCCCOc1ccc(C(C)(C)c2ccccc2)cc1` gave Mcl1 Noxa PPI 25, Rab2A wt mod 98, ABCB1 inh 1.3, ABCG2 block 3, Cdc42 wt 101, Rab7 wt modul 97, HRas wt GTP bind 100, Avidin fluor 14, Rac1 wt modul 105 and Rac1 mut GTP 101.
Screening CCS(=O)(=O)c1ccc2oc(Nc3ccc(C(C)(C)C)cc3)nc2c1 returned Mcl1 Noxa PPI 12, Rab2A wt mod 101, ABCB1 inh 0.6, ABCG2 block 4, Cdc42 wt 98, Rab7 wt modul 104, HRas wt GTP bind 99, Avidin fluor 9, Pf gamet viab 1, Rac1 wt modul 98 and Rac1 mut GTP 95.

Assay outcomes from PubChem BioAssay.
